Screening results deposited in PubChem by Sanford-Burnham Center for Chemical Genomics.
MPTP block: permeability transition pore inhibition | isolated mouse mitochondria, Ca2+ swelling absorbance, 30 min | inhibition, % at 10 µM | 1.4% of 360,000 active;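 active = inhibition of 50% or more, scaled per plate between neutral and stimulator controls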;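 also: 0% = DMSO wells given calcium and 100% = 1 mM EGTA wells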
A3G deaminase: inhibitors of human APOBEC3G DNA deaminase. Q9HC16. recombinant A3G, ssDNA deamination FAM/TAMRA fluorescence. inhibition, % at 20 µM. 0.28% of 330,000 active. AID 493012;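 active = inhibition of at least 40% at 20 µM, with no more than 30% in the related APOBEC3A deaminase screen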;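 also: plate controls were DMSO wells with A3G for no effect and wells lacking A3G enzyme for full effect; some compounds called inactive have numbers as strong as hits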
Target sequence (Q9HC16 whole entry, looked up): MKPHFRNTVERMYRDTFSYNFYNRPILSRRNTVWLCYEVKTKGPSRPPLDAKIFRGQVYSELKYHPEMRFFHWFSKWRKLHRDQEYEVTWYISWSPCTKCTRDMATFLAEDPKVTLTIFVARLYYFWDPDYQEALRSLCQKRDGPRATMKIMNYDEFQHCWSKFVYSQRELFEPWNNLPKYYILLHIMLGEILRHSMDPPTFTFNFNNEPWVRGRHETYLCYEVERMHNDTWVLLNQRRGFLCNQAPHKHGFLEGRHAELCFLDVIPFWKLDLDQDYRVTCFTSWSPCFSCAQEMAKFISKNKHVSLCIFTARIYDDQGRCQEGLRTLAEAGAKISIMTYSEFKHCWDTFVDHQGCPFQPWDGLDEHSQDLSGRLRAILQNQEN
hIAP act: increases human intestinal alkaline phosphatase activity. P09923. purified human IAP, CDP-Star luminescence, 30 min; stronger effect = higher value; 1 = vehicle-only enzyme, 0 = enzyme-free background. activation factor at 10 µM. 0.16% of 330,000 active. AID 2524;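 active = activation factor of the enzyme at least 2-fold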; also: the source names both 10 and 20 µM as test concentration; values of inactives mirror those of a sister screen read the other way
ATG4B inh: ATG4B (human) cysteine protease inhibition. ATG4B cleavage of LC3-PLA2, NBD-HPC fluorescence, 1 h. 0.51% of 340,000 active. inhibition, % at 8.33 µM. Q9Y4P1; in the data active = inhibition above about 40%
Target sequence (Q9Y4P1 whole entry, looked up): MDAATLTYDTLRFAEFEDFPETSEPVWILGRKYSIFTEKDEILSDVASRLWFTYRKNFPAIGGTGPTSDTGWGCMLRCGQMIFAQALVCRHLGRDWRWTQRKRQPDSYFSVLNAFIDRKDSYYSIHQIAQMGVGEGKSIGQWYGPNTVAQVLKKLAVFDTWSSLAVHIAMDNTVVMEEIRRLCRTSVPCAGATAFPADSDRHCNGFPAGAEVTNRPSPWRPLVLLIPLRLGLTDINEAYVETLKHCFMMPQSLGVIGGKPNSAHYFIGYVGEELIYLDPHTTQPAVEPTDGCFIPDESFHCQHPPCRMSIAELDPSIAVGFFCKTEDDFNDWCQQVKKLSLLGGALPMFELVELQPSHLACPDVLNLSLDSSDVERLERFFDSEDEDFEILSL
mIAP inh: mouse IAP inhibition. AID 2806. inhibition, % at 10 µM. 0.2% of 330,000 active. purified mouse IAP, CDP-Star luminescence, 30 min;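 active = inhibition of at least 40% at 10 µM in the primary screen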;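 also: plate controls were DMSO with enzyme for no effect and no enzyme wells for full effect; values of inactives mirror those of a sister screen read the other way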
MIN6 prolif: inducers of beta-cell replication in MIN6 cells; MIN6 cells proliferation, ATPlite luminescence, 48 h; cells starved in 0.2% serum; 100% = growth in 10% serum; proliferation, % at 10 µM; 0.29% of 330,000 active;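 active = compounds whose signal lies at least 3.5 SD above the mean of all wells on their plate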;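 also: 0% = DMSO-treated cells in low-serum medium and 100% = 10% serum control; some compounds called inactive have numbers as strong as hits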
mIAP act: mouse IAP activation; muIAP, CDP-Star luminescence, 30 min; stronger effect = higher value; 1 = vehicle-only enzyme signal, 0 = enzyme-free wells; activation factor at 10 µM; 0.24% of 330,000 active;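 active = activation factor of at least 2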; also: the source names both 10 and 20 µM as test concentration; values of inactives mirror those of a sister screen read the other way
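System: Mouse IAP enzyme | Also added: CDP-Star substrate | Dosing: Compounds dispensed in DMSO | Schedule: 30 min enzyme-substrate-compound incubation at room temperature | Technique: Chemiluminescence readout | Control set: DMSO-only wells and no-enzyme negative control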
hIAP block: blocks human intestinal alkaline phosphatase; P09923; purified IAP, CDP-Star luminescence, 30 min; inhibition, % at 10 µM; 0.12% of 330,000 active; AID 2544;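 active = inhibition reaching a set limit with compound at 10 µM in the primary screen, cut at about 35% in these data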;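 also: plate controls were DMSO wells with enzyme for no effect and no-enzyme buffer wells for full effect; values of inactives mirror those of a sister screen read the other way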
APOBEC3A inh: inhibitors of human APOBEC3A DNA deaminase. recombinant A3A, FAM/TAMRA ssDNA deamination fluorescence. inhibition, % at 20 µM. 0.41% of 330,000 active. AID 493011;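 active = at least 40% inhibition at 20 µM here, with at most 30% in a related deaminase screen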;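 also: plate controls were A3A with DMSO for no effect and wells lacking A3A enzyme for full effect; some results filed as inactive read as strong as hits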
Target sequence (P31941 whole entry, looked up): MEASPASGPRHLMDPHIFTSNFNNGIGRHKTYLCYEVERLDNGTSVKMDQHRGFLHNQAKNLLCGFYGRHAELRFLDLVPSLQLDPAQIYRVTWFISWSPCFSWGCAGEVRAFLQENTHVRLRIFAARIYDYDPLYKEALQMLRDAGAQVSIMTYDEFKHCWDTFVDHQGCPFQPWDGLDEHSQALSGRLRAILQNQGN
Active calls of the source: *.

Preview:
CCOc1ccc(Nc2nc3c(C)cccc3cc2C#N)cc1 was read as MPTP block 3.7, A3G deaminase -6, hIAP act 1, ATG4B inh 1, mIAP inh 15, MIN6 prolif -1, mIAP act 0.85, hIAP block -2 and APOBEC3A inh -3.
Screening CCOC(=O)c1nnn(-c2nn3nnnc3c3ccccc23)c1C returned MPTP block 0.1, A3G deaminase -5, hIAP act 1, ATG4B inh -6, mIAP inh 0, MIN6 prolif 3, mIAP act 1, hIAP block -3 and APOBEC3A inh 0.
Screening COCCn1c(SCC(=O)Nc2ccc(C)cc2)nc2c(oc3ccccc32)c1=O returned MPTP block 1.4, A3G deaminase -2, hIAP act 1.2, ATG4B inh -10, mIAP inh -6, MIN6 prolif 0, mIAP act 1.1, hIAP block -18 and APOBEC3A inh 0.

Results, from the first entry:
CCOc1ccc(Nc2nc3c(C)cccc3cc2C#N)cc1 was read as MPTP block 3.7, A3G deaminase -6, hIAP act 1, ATG4B inh 1, mIAP inh 15, MIN6 prolif -1, mIAP act 0.85, hIAP block -2 and APOBEC3A inh -3.
Screening CCOC(=O)c1nnn(-c2nn3nnnc3c3ccccc23)c1C returned MPTP block 0.1, A3G deaminase -5, hIAP act 1, ATG4B inh -6, mIAP inh 0, MIN6 prolif 3, mIAP act 1, hIAP block -3 and APOBEC3A inh 0.
Screening COCCn1c(SCC(=O)Nc2ccc(C)cc2)nc2c(oc3ccccc32)c1=O returned MPTP block 1.4, A3G deaminase -2, hIAP act 1.2, ATG4B inh -10, mIAP inh -6, MIN6 prolif 0, mIAP act 1.1, hIAP block -18 and APOBEC3A inh 0.
Screening COC(=O)c1cc(Cl)c(NC(=O)/C=C/c2ccc(Cl)cc2Cl)cc1OC returned MPTP block 83*, A3G deaminase -4, hIAP act 1, ATG4B inh -2, mIAP inh 16, MIN6 prolif 1, mIAP act 0.84, hIAP block 0 and APOBEC3A inh 6.
Cc1onc(-c2ccccc2)c1CNC(=O)Nc1cccc(Cl)c1 was read as MPTP block 78*, A3G deaminase 0, hIAP act 1.3, ATG4B inh 46*, mIAP inh -302, MIN6 prolif -6, mIAP act 4*, hIAP block -26 and APOBEC3A inh 0.
`CCOC(=O)c1ccc(NC(=O)CC2C(=O)OCCN2CC)cc1` (centres undefined) gave MPTP block 1.9, A3G deaminase -5, hIAP act 0.96, ATG4B inh 1, mIAP inh 8, MIN6 prolif 0, mIAP act 0.92, hIAP block 4 and APOBEC3A inh -4.
For CC(=O)Nc1ccc(S(=O)(=O)NCC2CCC(C(=O)NCCCOC(C)C)CC2)cc1 (centres undefined) the results were A3G deaminase -3, hIAP act 0.99, ATG4B inh -7, mIAP inh -4, MIN6 prolif 1, mIAP act 1, hIAP block 1 and APOBEC3A inh 1.
Screening O=[N+]([O-])c1ccc2nc(-c3cccnc3)[nH]c2c1 returned MPTP block -0.6, A3G deaminase -4, hIAP act 1, ATG4B inh -6, mIAP inh 9, MIN6 prolif -5, mIAP act 0.91, hIAP block 0 and APOBEC3A inh -6.
Screening COc1ccc(C2(c3ccc(OC)cc3)NC(=O)N(CC(=O)Nc3ccc(OC)c(OC)c3)C2=O)cc1 returned MPTP block -0.8, A3G deaminase -8, hIAP act 1.1, ATG4B inh -7, mIAP inh -15, MIN6 prolif 0, mIAP act 1.1, hIAP block -6 and APOBEC3A inh 0.
For Cc1cc(C)cc(C(=O)N2CC(C)OC(C)C2)c1 (centres undefined) the results were MPTP block -2.1, A3G deaminase -4, hIAP act 1, ATG4B inh -2, mIAP inh -4, MIN6 prolif -3, mIAP act 1, hIAP block -4 and APOBEC3A inh -3.
For O=S(=O)(NCc1ccc2c(c1)OCO2)c1ccccc1F the results were MPTP block 0.4, A3G deaminase 19, hIAP act 1.2, ATG4B inh 5, mIAP inh -8, MIN6 prolif -2, mIAP act 1.1, hIAP block -21 and APOBEC3A inh -12.
For O=C(CSc1nnc(CNC(=O)c2ccccc2)o1)NCc1ccccc1 the results were MPTP block -1.0, A3G deaminase 1, hIAP act 0.7, ATG4B inh 6, mIAP inh -2, MIN6 prolif 0, mIAP act 1, hIAP block 30 and APOBEC3A inh 6.
For COC(=O)c1ccc(OCC(=O)NCCC2=CCCCC2)c(OC)c1 the results were MPTP block -0.9, A3G deaminase -9, hIAP act 0.84, ATG4B inh -12, mIAP inh 3, MIN6 prolif 0, mIAP act 0.97, hIAP block 16 and APOBEC3A inh -3.
CN(C)S(=O)(=O)c1cccc(NC(=O)CCNC(=O)c2ccccc2Cl)c1 was read as MPTP block 0.4, A3G deaminase 1, hIAP act 0.85, ATG4B inh 27, mIAP inh 4, MIN6 prolif 0, mIAP act 0.96, hIAP block 15 and APOBEC3A inh 3.
`COc1ccc2sc(-c3ccc(S(C)(=O)=O)cc3)c(-c3ccc4c(c3)OCCO4)c2c1` gave MPTP block -0.5, A3G deaminase 19, hIAP act 0.98, ATG4B inh 3, mIAP inh 1, MIN6 prolif -4, mIAP act 0.99, hIAP block 2 and APOBEC3A inh -4.
O=c1[nH]c(C2CCN(S(=O)(=O)c3ccc(S(=O)(=O)NC4CC4)cc3)CC2)nc2c1nnn2Cc1ccccc1 was read as MPTP block -0.5, A3G deaminase -6, hIAP act 0.92, ATG4B inh -10, mIAP inh -6, MIN6 prolif -4, mIAP act 1.1, hIAP block 8 and APOBEC3A inh -2.
`CN(CCNC(=O)C1(O)c2ccccc2NC(=O)N1c1ccccc1)Cc1ccccc1` (centres undefined) gave MPTP block 0.8, A3G deaminase 0, hIAP act 0.97, ATG4B inh 4, mIAP inh -19, MIN6 prolif -1, mIAP act 1.2, hIAP block 3 and APOBEC3A inh -3.
Screening Cc1cc(C(=O)NNC(=S)NC(C)c2ccccc2)cs1 (centres undefined) returned MPTP block 0.7, A3G deaminase -9, hIAP act 1, ATG4B inh 3, mIAP inh 5, MIN6 prolif 0, mIAP act 0.95, hIAP block -5 and APOBEC3A inh -2.
Screening CC(C)Cc1ccc(CN2CCCC(NC(=O)CCCN3CCCC3=O)C2)cc1 (centres undefined) returned MPTP block -1.8, A3G deaminase -2, hIAP act 1.3, ATG4B inh 1, mIAP inh -20, MIN6 prolif -5, mIAP act 1.2, hIAP block -28 and APOBEC3A inh 0.
Screening C/C(=N\NC(=O)c1nnn(-c2nonc2N)c1CSc1ccc(C)cc1)c1ccco1 returned MPTP block -1.4, A3G deaminase -1, hIAP act 1.1, ATG4B inh -8, mIAP inh 8, MIN6 prolif 0, mIAP act 0.92, hIAP block -7 and APOBEC3A inh 1.
For Cc1ccc(C(=O)C2CCN(S(=O)(=O)c3ccc(C(=O)O)cc3)CC2)cc1 the results were MPTP block -0.4, A3G deaminase -5, hIAP act 1, ATG4B inh -4, mIAP inh -4, MIN6 prolif 2, mIAP act 1, hIAP block -2 and APOBEC3A inh -1.
Screening COC(=O)c1c(-c2ccccc2)csc1NC(=O)c1ccco1 returned MPTP block 1.1, A3G deaminase -9, hIAP act 0.98, ATG4B inh -3, mIAP inh -12, MIN6 prolif -3, mIAP act 1.1, hIAP block 2 and APOBEC3A inh -1.
Screening c1coc(CNc2ncnc3c2oc2ccccc23)c1 returned MPTP block 4.4, A3G deaminase -3, hIAP act 0.9, ATG4B inh -3, mIAP inh 6, MIN6 prolif 1, mIAP act 0.94, hIAP block 10 and APOBEC3A inh -3.
`Cn1cc(S(=O)(=O)CC(=O)Nc2ccc3c(c2)OCCO3)c2ccccc21` gave MPTP block 1.3, A3G deaminase -4, hIAP act 0.84, ATG4B inh -7, mIAP inh 0, MIN6 prolif -3, mIAP act 1, hIAP block 16 and APOBEC3A inh -2.
Screening COC(=O)c1ccc(O)c(Sc2cc(C(=O)OC)ccc2O)c1 returned MPTP block 4.7, A3G deaminase -3, hIAP act 1.3, ATG4B inh -5, mIAP inh 4, MIN6 prolif -2, mIAP act 0.96, hIAP block -31 and APOBEC3A inh 1.
`CCOC(=O)[C@H]1[C@H]2COc3ccc(Cl)cc3[C@@H]2N2C(=O)c3cc(C)ccc3NC(=O)[C@@]12C` gave MPTP block 0.7, A3G deaminase -10, hIAP act 0.96, ATG4B inh -10, mIAP inh -1, MIN6 prolif -7, mIAP act 1, hIAP block 4 and APOBEC3A inh -3.
COC(=O)C1(C)NC(c2ccc(O)cc2)C2C(=O)N(c3ccc(C)cc3)C(=O)C21 (centres undefined) was read as MPTP block -0.9, A3G deaminase -3, hIAP act 0.72, ATG4B inh -4, mIAP inh 9, MIN6 prolif -3, mIAP act 0.91, hIAP block 28 and APOBEC3A inh 2.
For O=C(O)c1ccc(CN2C(=O)CSC2=S)cc1 the results were MPTP block -0.9, A3G deaminase 0, hIAP act 0.95, ATG4B inh -1, mIAP inh 8, MIN6 prolif -3, mIAP act 0.92, hIAP block 5 and APOBEC3A inh 1.
Cc1ccc(N2C(=O)C3NN=C(C(=O)OCc4ccccc4)C3C2=O)c(C)c1 (centres undefined) was read as MPTP block -18, A3G deaminase -1, hIAP act 1.3, ATG4B inh 6, mIAP inh -3, MIN6 prolif 0, mIAP act 1, hIAP block -28 and APOBEC3A inh -3.
For CCC(C)Nc1nc(SC(C(C)=O)C(C)=O)nc(N(C)C)n1 (centres undefined) the results were MPTP block -0.9, A3G deaminase -7, hIAP act 0.87, ATG4B inh 11, mIAP inh 6, MIN6 prolif 3, mIAP act 0.94, hIAP block 13 and APOBEC3A inh -5.
For CCOC(=O)C1=C(C)NC(=O)NC1c1ccc2c(c1)OCCO2 (centres undefined) the results were MPTP block -1.1, A3G deaminase -6, hIAP act 1.1, ATG4B inh 0, mIAP inh -16, MIN6 prolif 0, mIAP act 1.2, hIAP block -7 and APOBEC3A inh -3.
For COc1cc(C#Cc2ccc3cc(CCCO)oc(=O)c3c2)cc(OC)c1 the results were MPTP block 2.5, A3G deaminase -7, hIAP act 0.93, ATG4B inh -22, mIAP inh 3, MIN6 prolif -6, mIAP act 0.97, hIAP block 7 and APOBEC3A inh -2.
Screening Nc1c(C(=O)N2CCCC2)sc2nc(-c3ccccc3)ccc12 returned MPTP block 1.6, A3G deaminase -2, hIAP act 0.98, ATG4B inh -16, mIAP inh -20, MIN6 prolif -2, mIAP act 1.2, hIAP block 2 and APOBEC3A inh -8.
C[C@@H](C[C@@H](O)[C@H](O)C(C)(C)O)[C@@H]1CC[C@]2(C)C3=CC[C@H]4C(C)(C)C(=O)CC[C@]4(C)[C@H]3CC[C@@]12C was read as MPTP block 5.2, A3G deaminase -16, hIAP act 0.83, ATG4B inh -10, mIAP inh 4, MIN6 prolif -7, mIAP act 0.95, hIAP block 17 and APOBEC3A inh -3.
